Screening data (PubChem BioAssay)
KCNK9 block – human KCNK9 channel inhibition. HEK293 KCNK9, FluxOR thallium flux fluorescence; active compounds read low. B-score at 10 µM. 1.2% of 310,000 active. AID 488922;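 active = ratio B-score over 3 SD below the library mean, with starting fluorescence within 5 SD of its mean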;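 note: negative B-score means less thallium flux so channel inhibition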
Target sequence (Q9NPC2 whole entry, looked up): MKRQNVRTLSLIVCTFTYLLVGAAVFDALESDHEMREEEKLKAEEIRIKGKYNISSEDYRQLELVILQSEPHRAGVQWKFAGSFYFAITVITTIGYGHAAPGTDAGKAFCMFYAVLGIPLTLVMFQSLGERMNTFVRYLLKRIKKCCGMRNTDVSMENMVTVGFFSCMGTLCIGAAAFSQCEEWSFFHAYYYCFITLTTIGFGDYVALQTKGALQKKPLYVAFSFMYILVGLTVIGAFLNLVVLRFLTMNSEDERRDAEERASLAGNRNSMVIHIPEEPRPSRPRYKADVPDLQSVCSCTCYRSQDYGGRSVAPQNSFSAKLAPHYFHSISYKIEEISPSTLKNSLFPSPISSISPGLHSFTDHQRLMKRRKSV
KCNQ1 pot – human KCNQ1 channel potentiation or activation | CHO-K1 KCNQ1, thallium flux FluxOR fluorescence; active compounds read high | B-score at 10 µM | 0.35% of 310,000 active | AID 2648;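 active = fluorescence ratio B-score, a plate-corrected score, at least three library SD, with initial intensity B-score within 5 SD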
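System: Stable KCNQ1 CHO-K1 line | Incubation: 90 min dye loading and 20 min compound exposure, both at room temperature | Measure: Ratio B score | Medium: Assay buffer for compound exposure, DMSO matched across wells | Compound dosing: Single-concentration screen | Probe or stimulus: K+/Tl+ depolarizing stimulus | Measured by: Kinetic FluxOR fluorescence, 10 s baseline plus 110 s post-stimulus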
RGS4 act – RGS4 potentiation or activation; HEK293 M3R/inducible RGS4, carbachol calcium flux Fluo4; active compounds read low; B-score at 10 µM; 0.92% of 310,000 active;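 active = B-score of the integrated calcium signal more than 4 SD below the library mean, with starting fluorescence not abnormally high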;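 note: negative B-score means reduced calcium response which marks RGS4 activation or potentiation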
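Reagent: ECmax carbachol challenge; Test system: M3R-expressing HEK293 line, RGS4 induced by doxycycline; Schedule: overnight RGS4 induction, 30 min dye load 37 °C, 20 min compound RT; Detection: calcium dye Fluo4 fluorescence; Read-out: Agonist-evoked peak-minus-minimum fluorescence over baseline, integrated ratio, B score.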
ANO1 block – mouse TMEM16A channel inhibition, primary screen. Q8BHY3. HEK293 TMEM16A/YFP iodide influx fluorescence, ionomycin. normalized B-score (activity score, 25-100; higher = stronger inhibition) at 10 µM. 1.2% of 310,000 active;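 active = ratio plate-corrected score three or more library SD toward inhibition, starting fluorescence score within five deviations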;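 note: score derived from kinetic fluorescence span divided by baseline fluorescence per well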
SKKanGAS inh – blocks kanamycin growth of S. pyogenes SKKanGAS strain. AID 1662. inhibition, % at 7.5 µM. 1.3% of 300,000 active. BacTiter-Glo, 6 h;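 active = mean replicate score, as percent of positive control median, at least 50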;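 note: strain carries kanamycin resistance gene driven by streptokinase promoter and grows in 40 µg/ml kanamycin; loss of luminescence reflects streptokinase promoter inhibition or plain growth inhibition; 0% = median of DMSO wells and 100% = positive control at its reference dose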
RGS4 inh – inhibitors of human RGS4; P49798; 0.45% of 310,000 active; B-score at 10 µM; HEK293 M3R/RGS4 inducible, Fluo-4 calcium flux; active compounds read high; triggered by carbachol at its EC20;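 active = B-score, a plate-corrected calcium signal, over three deviations above library mean, with baseline fluorescence within five deviations of library mean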;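 note: RGS4 expression induced by doxycycline in cells with stable M3 receptor; B-score is computed from the integrated fluorescence ratio over baseline after carbachol; higher B-score means a larger calcium signal and so more RGS4 inhibition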
Target sequence (P49798 whole entry, looked up): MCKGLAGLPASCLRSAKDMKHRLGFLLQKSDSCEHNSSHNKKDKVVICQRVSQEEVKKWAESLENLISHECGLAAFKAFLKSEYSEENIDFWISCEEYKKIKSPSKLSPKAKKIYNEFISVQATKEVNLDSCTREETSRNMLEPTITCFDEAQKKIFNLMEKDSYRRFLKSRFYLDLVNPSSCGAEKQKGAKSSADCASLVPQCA
KCNK3 block – human KCNK3 channel inhibition, primary screen; O14649; CHO-KCNK3 thallium flux, FluxOR fluorescence; active compounds read low; B-score at 10 µM; 0.84% of 340,000 active; AID 602410;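 active = B-score under library mean minus 4 SD, starting fluorescence ratio at most library mean plus 5 SD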;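 note: more negative B-score means stronger inhibition of thallium flux through KCNK3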
Target sequence (O14649 whole entry, looked up): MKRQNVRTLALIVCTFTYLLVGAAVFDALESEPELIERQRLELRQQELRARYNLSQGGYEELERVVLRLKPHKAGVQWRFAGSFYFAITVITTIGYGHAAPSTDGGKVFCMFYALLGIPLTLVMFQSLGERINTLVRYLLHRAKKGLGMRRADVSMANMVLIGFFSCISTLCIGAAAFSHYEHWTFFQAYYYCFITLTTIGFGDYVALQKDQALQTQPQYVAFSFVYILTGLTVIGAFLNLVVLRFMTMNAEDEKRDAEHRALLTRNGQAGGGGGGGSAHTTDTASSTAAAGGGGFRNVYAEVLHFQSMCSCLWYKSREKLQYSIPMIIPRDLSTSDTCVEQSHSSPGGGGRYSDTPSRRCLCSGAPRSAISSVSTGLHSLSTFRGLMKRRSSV
HDAC3 inh – inhibitors of human histone deacetylase 3; O15379; recombinant HDAC3, fluorogenic peptide/trypsin coupled, fluorescence; inhibition, % at 8.3 µM; 0.15% of 320,000 active; in the data active = inhibition above about 26%, passing the limit was not always enough
KCNQ1 inh – inhibitors of human KCNQ1 potassium channel. P51787. CHO-K1 KCNQ1, FluxOR thallium flux fluorescence; active compounds read high. B-score at 10 µM. 1.3% of 310,000 active. AID 2642;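 active = compounds whose thallium flux B-score, printed positive for inhibition, exceeds three library SD while starting fluorescence stays within three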;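 note: channel opened by potassium depolarization with thallium stimulus after 20 min compound exposure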
hERG rescue – hERG (human) protection from proarrhythmic block; Q12809; CHO-hERG, FluxOR thallium flux, dofetilide IC70 present; activation (rescue from dofetilide block), less the hit threshold, % at 10 µM; 0.51% of 310,000 active;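 active = activation above the mean of controls blocked by dofetilide plus 5 SD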;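 note: thallium influx through hERG after potassium depolarization seen as dye fluorescence rise; in these data hits start at about 4.7%; inactives centre near -7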
TMEM16A act – activators or potentiators of mouse TMEM16A chloride channel; Q8BHY3; HEK293 TMEM16A/YFP-H148Q/I152L, iodide quench fluorescence; active compounds read low; B-score at 10 µM; 0.3% of 340,000 active;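 active = fluorescence-ratio B-score plate-corrected deviation score at least 3 library SD below zero, with starting fluorescence score within 5 deviations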;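 note: channel opened by trigger with iodide after compound preincubation; score built on the fluorescence ratio of max minus min over baseline; more negative score means more quench and so TMEM16A activation or potentiation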
Active calls of the source: *; i = inactive; · = not tested or not shown. Rows are unselected, and some 6.3% of all compounds hit somewhere here.

compound	KCNK9 block	KCNQ1 pot	RGS4 act	ANO1 block	SKKanGAS inh	RGS4 inh	KCNK3 block	HDAC3 inh	KCNQ1 inh	hERG rescue	TMEM16A act
CCOC(=O)C1(N(CC)CC)Sc2cc(C)ccc2NC1=O (stereo not given)	i	i	i	i	-9	i	i	14	i	-2	i
Cc1ccc(-n2c(C)cc(/C=N/NC(=O)c3ccncc3)c2C)cc1C	i	i	i	i	-3	i	i	10	i	-15	i
S=C(Nc1ccc2nsnc2c1)NC1CCCCC1	i	i	i	i	3	i	i	4	i	-13	i
COC(=O)C1CCN(c2c([N+](=O)[O-])cc(C(F)(F)F)cc2[N+](=O)[O-])CC1	i	i	i	i	3	i	i	4	i	-2	i
CC(=O)Nc1nc(C)c(C(C)C)s1	i	i	i	i	-9	i	i	6	i	-9	i
CCN(CC)C(=O)c1[nH]cnc1C(=O)Nc1ccc(OC)cc1	i	i	i	i	1	i	i	15	i	1	i
CC1CCCN(C(=O)CCS(=O)(=O)c2cc3c(cc2Cl)NC(=O)CO3)C1 (stereo not given)	i	i	i	i	-2	i	i	·	i	-9	i
CCN(CC)CCCNC(=O)C1CCC(CNS(=O)(=O)c2c(C)cc(C)cc2C)CC1 (stereo not given)	i	i	i	i	-1	i	i	2	i	-2	i
Cc1ccc(Nc2nc3ccccc3nc2-n2nc(C)cc2C)cc1	-9.8*	i	i	i	7	i	i	-5	i	-10	i
Cc1csc(-c2cnn(-c3ccccc3)c2NC(=O)c2ccc(C(F)(F)F)cc2)n1	i	i	i	i	0	i	i	14	i	-12	i
COc1ccc(NS(=O)(=O)c2cc(NC(=O)c3cc(F)c(F)c(F)c3F)ccc2N2CCCC2)cc1	i	i	i	i	12	i	i	·	i	-13	i
CCN1CCN(Cc2c(C(=O)N/N=C(\C)c3ccc(Cl)c(Cl)c3)nnn2-c2nonc2N)CC1	i	i	i	i	-4	i	·	-2	i	-8	·
CCOc1cc(/C=N/Nc2nc(N3CCCCC3)nc(N3CCCCC3)n2)ccc1OC(=O)c1ccco1	i	i	i	i	9	i	i	·	i	-9	i
Cc1ccc(/C=N/NC(=O)c2cccs2)o1	i	i	i	i	1	i	i	2	i	-4	i
Nc1ccc(C(=O)N2N=C(c3ccccc3)CC2(O)C(F)(F)F)cc1 (stereo not given)	i	i	i	i	0	i	i	-4	i	-8	i
O=C(NCc1ccco1)c1cc(-c2ccccn2)nc2ccccc12	i	i	i	i	0	i	i	-4	i	-18	i
NCCNC(=O)c1ncsc1-c1cccc(F)c1	i	i	i	i	3	i	i	-1	i	-4	i
CN(C(=O)CSC(=O)c1ccccc1)c1ccccc1	i	i	i	i	-2	i	i	0	i	-14	i
COc1ccc(N(C(=O)c2ccco2)S(=O)(=O)c2cccs2)cc1	i	i	i	i	-1	i	i	-5	i	1	i
O=C(NCCN1CCN(Cc2ccccc2)CC1)c1ccc(CS(=O)(=O)c2ccc(Br)cc2)o1	i	i	i	i	0	i	i	0	i	-5	i
C/C(CC(=O)Nc1ccc(N(C)C)cc1)=N\NC(=O)c1ccccc1O	i	i	i	i	10	i	i	7	i	-13	i
O=C(CNC(=O)c1ccc(-c2ccccc2)cc1)Nc1ccc(S(=O)(=O)Nc2ncccn2)cc1	i	i	i	i	-13	i	i	5	i	-7	i
CSc1ccccc1NC(=O)COc1ccccc1C	i	i	i	i	-8	i	i	2	i	-16	i
CN(C)C(=O)c1nnc(Cc2ccc(Cl)cc2)o1	i	i	i	i	-4	i	i	-9	i	-4	i
Cc1noc(NS(=O)(=O)c2ccc(N3C(=O)c4ccccc4C3=O)cc2)c1C	i	i	i	i	10	i	i	4	i	-7	i
Cc1nc2nc(-c3ccc(Cl)cc3)nn2c(C)c1Cl	i	i	i	i	-2	i	·	2	i	-6	·
COc1ccc(CNC(=O)C(=O)NCC2OCCN2S(=O)(=O)c2ccc(OC)cc2)cc1 (stereo not given)	i	i	i	i	-3	i	i	-6	i	-14	i
COc1ccc(C)cc1S(=O)(=O)N1CCCC(C(=O)N2CCN(c3ccccc3)CC2)C1 (stereo not given)	i	i	i	i	9	i	i	-3	i	-14	i
CCN(Cc1ccccc1)C(=O)CN1C(=O)c2ccccc2S1(=O)=O	i	i	i	i	-4	i	i	3	i	-8	i
NC(=O)NCc1ccc(C(=O)OCc2ccncc2)cc1	i	i	i	i	10	i	i	8	i	-12	i
COCCNC(=O)c1ccc2c(=O)n(Cc3ccco3)c(SCC(=O)NC3CCCC3)nc2c1	i	i	i	i	3	i	i	2	i	-13	i
CC1CCCCN1CCCNc1ccc(C(CC(N)=O)NC(=O)Cc2ccc(Br)cc2)cc1[N+](=O)[O-] (stereo not given)	i	i	i	i	-2	i	i	5	i	-4	i
COc1cc(/C=N/NC(=O)Cn2cnc3c2c(=O)n(C)c(=O)n3C)cc(OC)c1OC	i	i	i	i	-3	i	i	-3	i	-9	i
CCOC(=O)Cn1c(=O)n(Cc2ccco2)c(=O)c2ccc(C(=O)NCCc3ccccc3)cc21	i	i	i	i	1	i	i	10	i	-13	i
Nc1nc(CSc2ccccc2)nc(N2CCCCC2)n1	i	i	i	i	7	i	i	-2	i	-9	i
COc1ncnc2c1oc1nc(CC(C)C)c3c(c12)CC(C)(C)OC3	i	i	i	i	-4	i	i	-3	i	-12	i
CC(=O)Nc1cccc(C(=O)/C=C/c2ccc(F)cc2)c1	i	i	i	i	-6	i	i	·	i	-3	i
Cn1c(-c2ccc3nc(N)sc3c2)nc2cc(N)ccc21	i	i	i	i	9	i	i	-3	i	-15	i
CCSc1nnc(-c2cccnc2)n1-c1ccc(C)c(Cl)c1	i	i	i	i	-2	i	i	4	i	-5	i
Cc1ccc(C)c(CN2CCC(CNC(=O)Nc3ccc(Cl)cc3)CC2)c1	i	i	i	i	7	i	i	1	i	-12	i
C=CCN1C(=O)/C(=N/n2cnnc2)c2ccccc21	i	i	i	i	-16	i	i	4	i	-14	i
CCn1nnnc1SCC(=O)Nc1nc(C)c(C)s1	i	i	i	i	0	i	i	-3	i	-10	i
CCCNC(=O)Cn1cnc2sc(C(=O)N3CCN(Cc4ccc5c(c4)OCO5)CC3)c(C)c2c1=O	i	i	i	i	2	i	i	-2	i	-2	i
O=c1[nH]c(SCc2ccc(F)cc2Cl)nc2ccccc12	i	i	i	i	3	i	i	-4	i	-10	i
Cc1ccc(NC(=O)CNS(=O)(=O)c2cccs2)cc1F	i	i	i	i	0	i	i	4	i	-5	i
CC(Sc1nc2c(N)ncnc2n1CCOc1ccccc1)C(=O)O (stereo not given)	i	i	i	i	-3	i	i	-6	i	-3	i
CCN(Cc1ccccc1)C(=O)c1cccnc1	i	i	i	i	-5	i	i	6	i	-10	i
Cc1cccc(OCCN2CSC(=S)N(C)C2)c1	i	i	i	i	0	i	i	6	i	-17	i
CCOc1ccccc1NC(=O)CCNS(=O)(=O)c1ccccc1	i	i	i	i	-1	i	i	-1	i	-4	i
C/C(=N\NC(=O)c1ccco1)c1ccc(NC(=O)c2cccs2)cc1	i	i	i	i	-10	i	i	3	i	-8	i

Next section
compound	KCNK9 block	KCNQ1 pot	RGS4 act	ANO1 block	SKKanGAS inh	RGS4 inh	KCNK3 block	HDAC3 inh	KCNQ1 inh	hERG rescue	TMEM16A act
C/C(=C\C(=O)c1ccc(Cl)cc1)Nc1ccc(N2CCOCC2)cc1	i	i	i	i	4	i	i	-3	i	-9	i
Cc1[nH]c2ccccc2c1C(=O)CSCC(=O)O	i	i	i	i	5	i	i	1	i	-9	i
O=C(N/N=C/c1cccc(F)c1)c1ccc(Cl)cc1	i	i	i	i	1	i	i	3	i	-6	i
CCCCNC(=O)Nc1ccccc1C(=O)NCCC	i	i	i	i	4	i	i	12	i	-12	i
CCCCn1nnnc1SCC(=O)NNC(=O)c1ccco1	i	i	i	i	-4	i	i	-3	i	-13	i
Nc1ncnc2c1ncn2CCN1CCOCC1	i	i	i	i	-9	i	i	-4	i	-7	i
COc1ccc(NC(=O)CN(C)C(=O)c2c(C)nn(-c3ccccc3)c2Cl)cc1	i	i	i	i	2	i	i	0	i	-14	i
CCn1c2ccccc2c2cc(CC(N)=O)ccc21	i	i	i	i	-14	i	i	·	i	-8	i
COc1cccc(/C=N/NC(=O)c2c(-c3ccccc3)noc2C)c1OC	i	i	i	i	1	i	i	-6	i	-2	i
CC1Cn2c(nc(=O)c3c2NCN(CCc2ccccc2)C3)S1 (stereo not given)	i	i	i	i	0	i	i	1	i	-12	i
CCOC(=O)C(C)Oc1cccc2c(=O)n(CC(=O)Nc3cccc(OC)c3)ccc12 (stereo not given)	i	i	i	i	4	i	i	8	i	-7	i
CC(C)C(=O)Nc1ccc2c(c1)nc1n2CCSC1	i	i	i	i	-3	i	i	3	i	-12	i
O=[N+]([O-])c1ccc(COc2ccccc2/C=N/O)cc1	i	i	i	i	5	i	i	-2	i	-6	i
NS(=O)(=O)c1ccc(N/C=C\C(=O)c2cccc3ccccc23)cc1	i	i	i	i	5	i	i	3	i	-5	i
COC(=O)C(Cc1ccccc1)NC(=O)CCc1c[nH]c2ccccc12 (stereo not given)	i	i	i	i	1	i	i	-9	i	-6	i
Cc1ccc(CC(=O)N2CCN(c3ccccc3F)CC2)cc1	i	i	i	i	0	i	i	-1	i	-7	i
CCN(CC)c1ccc(NC(=S)NC(=O)c2ccco2)cc1	i	35*	i	i	31	i	i	4	i	53*	i
